# High-throughput results (PubChem)
# FUS yeast rescue: FUS proteinopathy suppression in yeast; S. cerevisiae FUS-expressing, growth rescue, OD600, 24 h; Potency, µM (series often up to 76.6 µM), inactives show top-dose growth rescue (activation), most hits filed as activators; actives 0.24% (n = 390,000); AID 1347120;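 note: potency is the fitted concentration of half-maximal effect; plate controls were DMSO vehicle for no effect and reference control for full effect; nearly all actives have a fitted effect of over 55% in size; some results filed as inactive show a strong effect at the top dose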
#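 Absorbance at 600 nm, taken 24hr after compound addition, measured rescue of FUS-yeast growth at 30C. Induction used 2% galactose with seeding at OD 0.005. Controls: CP55940 from 92uM final, DMSO only.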
# DRD3 antagonist: D3 dopamine receptor (human) antagonism; P35462; D3R cells, DiscoveRx beta-arrestin luminescence, antagonist mode; active compounds read low; max response, negative = inhibition, %; actives 2.5% (n = 360,000); AID 652054; in the data active = max response below about -50%; inconclusive = no clear call, values can overlap the other calls; note: % is set by controls: 0 for no effect and ±100 for the full control effect; mostly tested at two doses, the higher about 12 µM
#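 Cells expressing the human receptor were seeded at 1500 cells/well, incubated overnight at 37 degrees C in 5% CO2, then exposed to library compounds with dopamine controls for 90 minutes at 37 degrees C before luminescent detection.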
# GLP-1R inv ag: GLP-1 receptor (human) inverse agonism; HEK293 GLP-1R CRE-luciferase, luminescence, 24 h; GLP-1R form is constitutively active; Potency, µM (top dose mostly 38.3 µM), inactives show at the highest dose activity change, negative = inhibition, actives largely listed as inhibitors; actives 1.6% (n = 410,000); note: potency is the fitted concentration of half-maximal effect; % is set by controls: 0 for no effect and ±100 for the full control effect; nearly all actives have a fitted effect of over 55% in size
#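 qHTS in 1536-well format: reporter HEK293 cells expressing constitutive GLP-1R activity in DMEM + 10% Nu serum, 24 hr with compounds at 37 deg C, luminescence read after 12 min with detection reagent.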
# aSyn yeast inh: inhibitors of alpha-synuclein toxicity in yeast. Yeast expressing alpha-synuclein, growth rescue, BacTiter-Glo, 24 h. Potency, µM (doses to about 46.1 µM), inactives show top-dose growth rescue (activation), actives largely listed as activators. actives 0.14% (n = 370,000). AID 652106; note: potency is the fitted concentration of half-maximal effect; % of control where 0% means no effect; nearly all actives have a fitted effect of over 65% in size
#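 Screening used galactose-induced yeast with toxic alpha-synuclein levels, exposed to compound for 24 hr at 30 deg C. Cell growth, read with BacTiter-Glo luminescence, gave the measured signal.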
# GLP1R ag: GLP-1 receptor (human) agonism; P43220; actives 0.007% (n = 380,000); HEK293 GLP-1R CRE-luciferase, luminescence, 4-6 h; cells express a hypersensitive GLP-1R form; Potency, µM (titrated, usually from 45.6 µM), for inactives: at the highest dose activation, usual class: activators; note: potency is the fitted concentration of half-maximal effect; % of control where 0% means no effect
# Abeta rescue: restores growth of yeast expressing A-beta42 peptide. actives 0.063% (n = 410,000). Potency, µM (titrated, usually from 46.1 µM), for inactives: at the top dose growth rescue, hits mostly activators. yeast expressing A-beta42, growth rescue, OD600, 48 h; response scale: 0% DMSO, 100% iron-clioquinol control; note: potency is the fitted concentration of half-maximal effect; nearly all actives have a fitted effect of over 55% in size
#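 Yeast A-beta toxicity model in growth medium with pinned compounds, 48 h at 30 C; growth read as absorbance at 600 nm. Normalized to FeCl3/clioquinol equimolar mix (positive) and DMSO (negative).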
# Akt phos inh: Akt phosphorylation inhibition; Neuro2A IGF-stimulated pAkt S473 HTRF, 20 min; active compounds read low; activity change, % for hits at 50 µM; actives 0.32% (n = 360,000); AID 651550; in the data active = activity change below about -80%; inconclusive = mostly about -51% to -80%; note: % is set by controls: 0 for no effect and ±100 for the full control effect
#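 Single-point screen (50 µM final compound) in Neuro2A cells stimulated 20 min with 6 nM IGF at 37 deg C. After lysis, Ser473-phosphorylated Akt read by HTRF (ex 330 nm, em 615/665 nm) as the 665/615 ratio.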
# TDP-43 yeast inh: inhibitors of TDP-43 toxicity in yeast; TDP-43 expressing yeast growth rescue, BacTiter-Glo, 24 h; Potency, µM (series often up to 46.1 µM), for the others: at the highest dose growth rescue (activation), actives largely listed as activators; AID 652104; actives 1.8% (n = 410,000); note: potency is the fitted concentration of half-maximal effect; % of control where 0% means no effect; nearly all actives have a fitted effect of over 50% in size
#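 Yeast expressing TDP-43 (pregrown in raffinose, seeded at OD600=0.02 in galactose medium) exposed to compounds 24 hr at 30 deg C. Growth read by BacTiter-Glo luminescence; rescue of toxicity appears as increased signal.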
# PTHR1 agonist: PTHR1 (human) receptor agonism; Q03431; HEK293 GP2 PTHR1 cells, GloSensor cAMP luminescence, 1 h; Potency, µM (titrated, usually from 115 µM), inactives show top-dose activation, most hits filed as activators; actives 0.075% (n = 410,000); note: potency is the fitted concentration of half-maximal effect; nearly all actives have a fitted effect of over 55% in size; some results filed as inactive show a strong effect at the top dose; inactives centre near -15; many of its hits are not listed in these tables
# Target sequence (Q03431 whole entry, looked up): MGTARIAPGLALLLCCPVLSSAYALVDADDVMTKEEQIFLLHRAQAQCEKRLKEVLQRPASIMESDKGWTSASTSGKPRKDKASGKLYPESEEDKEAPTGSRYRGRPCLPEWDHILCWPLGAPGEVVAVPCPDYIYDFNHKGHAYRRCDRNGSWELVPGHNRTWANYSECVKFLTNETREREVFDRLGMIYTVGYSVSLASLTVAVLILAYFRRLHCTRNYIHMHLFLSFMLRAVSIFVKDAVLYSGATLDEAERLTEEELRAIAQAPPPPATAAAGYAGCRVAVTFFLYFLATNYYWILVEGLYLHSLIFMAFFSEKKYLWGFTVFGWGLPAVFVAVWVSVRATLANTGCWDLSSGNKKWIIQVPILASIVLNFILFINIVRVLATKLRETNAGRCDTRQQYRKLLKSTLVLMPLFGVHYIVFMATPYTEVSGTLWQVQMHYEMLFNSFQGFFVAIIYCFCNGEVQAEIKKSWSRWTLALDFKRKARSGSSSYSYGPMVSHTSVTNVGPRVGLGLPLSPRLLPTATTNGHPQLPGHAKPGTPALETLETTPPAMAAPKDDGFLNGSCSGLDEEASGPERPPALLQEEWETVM
#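 HEK-293-derived GP2 cells expressing PTHR1 and a GloSensor cAMP reporter, 3,000/well, plated overnight, given luciferin plus IBMX (each 0.5 mM as added) for 1 h at 37 °C, then compound for 1 h at 37 °C. Luminescence was read after 15 min at room temperature.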
# Starred values were filed as active, the others as inactive; i = inactive; u = inconclusive; x = no result given; & = joins results of further samples; [ ] = remark or other dose. Unless noted, calls come from the whole dose curve; as a rule, active = well fitted curve in the direction sought with a large enough effect; inconclusive = small, poorly fitted or top-dose-only effect, or another doubt; inactive = no such curve, though single readings can be large; an effect the other way counts as inactive or inconclusive.
# Short keys – A = FUS yeast rescue; B = DRD3 antagonist; C = GLP-1R inv ag; D = aSyn yeast inh; E = GLP1R ag; F = Abeta rescue; G = Akt phos inh; H = TDP-43 yeast inh; I = PTHR1 agonist
1	COc1ccc(CN2CCNC(=O)C2CC(=O)NCCSc2nccn2C)c(OC)c1 (configuration not stated)
  A: 19% | B: -15 | C: 5% | D: 0% | E: -5% | F: 7% | G: i | H: x | I: -21%

2	O=c1[nH]c(-c2ccccc2)nc(-c2ccccc2)c1Cl
  A: 2% | B: -18 | C: 1% | D: 6% | E: -4% | F: -3% | G: i | H: 24% | I: -7%

3	CCN(CC)C(=O)CSc1nc2cc3c(cc2c(=O)n1CCCC(=O)NCc1ccc(OC)cc1)OCO3
  A: 8%&-1% | B: 3 | C: 19%&0% | D: -2% | E: 3% | F: -7%&-9% | G: i | H: -3%[9.22 µM] | I: -28%

4	CCOC1=C/C(=C/c2c(N)n3nc(S(=O)(=O)CC)sc3nc2=O)C=CC1=O
  A: 1% | B: 4 | C: -1% | D: 3% | E: -4% | F: -13% | G: i | H: 5% | I: i

5	CCN(CC)C(=O)Cn1cnc2sc(C(=O)N3CCN(c4ccc(OC)cc4)CC3)c(C)c2c1=O
  A: 23% | B: 9 | C: 6% | D: 0% | E: -1% | F: 10% | G: i | H: -3% | I: i

6	Cc1ccc(C(=O)N2CCN(c3cccc(C)c3C)CC2)o1
  A: 11% | B: 1 | C: u | D: 5% | E: 2% | F: 15% | G: i | H: 13µM* | I: i

7	COc1ccccc1CN1CCNC(=O)C1CC(=O)NCCCN1CCCC1=O (configuration not stated)
  A: 1% | B: -9 | C: -14% | D: -3% | E: 0% | F: 5% | G: i | H: 5% | I: 17%

8	CC(=O)N1N=C(c2cccs2)CC1c1cccc([N+](=O)[O-])c1 (configuration not stated)
  A: 8% | B: -60* | C: -13% | D: 10% | E: -2% | F: 5% | G: i | H: u | I: -34%[inhibitor]

9	Oc1ccc(-c2nc3ccccc3nc2-c2ccccc2)cc1
  A: 13% | B: 13 | C: 4µM* | D: 9% | E: 24% | F: -2% | G: i | H: u | I: -95%[inhibitor]

10	O=[N+]([O-])c1cccc(-n2cccc2/C=N/Nc2nc(N3CCCCC3)nc(N3CCCCC3)n2)c1
  A: u | B: 1 | C: -3%[7.66 µM] | D: -1% | E: 10% | F: 15% | G: i | H: 21%[9.22 µM] | I: -14%

11	O=C(O)Cn1c(-c2ccccc2)nc2ccccc21
  A: 16% | B: -2 | C: 1% | D: -5% | E: -3% | F: -16% | G: i | H: -37%[inhibitor] | I: -25%

12	CCOP(=O)(c1ccccc1)c1nc(-c2ccccc2C)oc1N1CCCCC1 (configuration not stated)
  A: u | B: -15 | C: u | D: 12% | E: -3% | F: -71%[inhibitor] | G: i | H: -10% | I: i

13	Clc1cccc(CN2CCSCC2)c1
  A: -15% | B: -11 | C: -6% | D: 2% | E: 0% | F: 17% | G: i | H: -18% | I: -15%

14	Cc1cc(NC(=O)/C(C#N)=C/c2ccc(-c3ccc(SC(F)F)cc3)o2)n(-c2ccccc2)n1
  A: -21% | B: 32 | C: 11% | D: -1% | E: -3% | F: 2% | G: i | H: 9% | I: -5%

15	O=C(NCC(=O)N1CCN(Cc2ccccc2)CC1)c1cccs1
  A: -22% | B: 8 | C: -2% | D: -4% | E: -2% | F: -6% | G: i | H: 18% | I: -39%[inhibitor]

16	CN(Cc1ccccc1)S(=O)(=O)CCNC(=O)c1ccc2c(c1)OCO2
  A: -9% | B: 1 | C: -24% | D: 9% | E: 0% | F: 20% | G: i | H: 3% | I: i

17	Cc1cccc(C(=O)NCCCN2CCCC2=O)c1
  A: 28% | B: 1 | C: 21% | D: -3% | E: 1% | F: -2% | G: i | H: -22% | I: i

18	CS(=O)(=O)NNC(=O)c1csc(Cc2c(Cl)sc3ccc(Cl)cc23)n1
  A: -28% | B: 4 | C: 11% | D: 0% | E: 4% | F: -17% | G: i | H: -17% | I: i

19	CCN(CC(=O)NCc1cccs1)C(=O)c1cc(Br)ccc1O
  A: -25% | B: -14 | C: u | D: 0% | E: 4% | F: -13% | G: i | H: -12% | I: i

20	Cc1ccc(-c2cc(-c3ccccc3[N+](=O)[O-])[nH]n2)c(O)c1
  A: 23% | B: -15 | C: 0% | D: 0% | E: 2% | F: 9% | G: i | H: u | I: -24%

21	CN(CCOc1ccccc1)C(=O)C1CCN(C(=O)c2ccc(Cl)cc2)CC1
  A: x | B: 5 | C: -13% | D: -1% | E: 4% | F: -11% | G: i | H: -10% | I: i

# Excerpt: entries 17 to 21
# Short keys – A = FUS yeast rescue; B = DRD3 antagonist; C = GLP-1R inv ag; D = aSyn yeast inh; E = GLP1R ag; F = Abeta rescue; G = Akt phos inh; H = TDP-43 yeast inh; I = PTHR1 agonist
17	Cc1cccc(C(=O)NCCCN2CCCC2=O)c1
  A: 28% | B: 1 | C: 21% | D: -3% | E: 1% | F: -2% | G: i | H: -22% | I: i

18	CS(=O)(=O)NNC(=O)c1csc(Cc2c(Cl)sc3ccc(Cl)cc23)n1
  A: -28% | B: 4 | C: 11% | D: 0% | E: 4% | F: -17% | G: i | H: -17% | I: i

19	CCN(CC(=O)NCc1cccs1)C(=O)c1cc(Br)ccc1O
  A: -25% | B: -14 | C: u | D: 0% | E: 4% | F: -13% | G: i | H: -12% | I: i

20	Cc1ccc(-c2cc(-c3ccccc3[N+](=O)[O-])[nH]n2)c(O)c1
  A: 23% | B: -15 | C: 0% | D: 0% | E: 2% | F: 9% | G: i | H: u | I: -24%

21	CN(CCOc1ccccc1)C(=O)C1CCN(C(=O)c2ccc(Cl)cc2)CC1
  A: x | B: 5 | C: -13% | D: -1% | E: 4% | F: -11% | G: i | H: -10% | I: i

# Only part of the results is shown; rates above refer to the full screens.
